yeast bub3 – NCI yeast anticancer drug screen, S. cerevisiae bub3 mutant strain. AID 167, 2004. % growth inhibition at 50 µM. 78,000 compounds, 9.9% hits;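 also: 0% = growth of vehicle-only cultures of the same strain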
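Part of a panel of yeast mutants defective in DNA damage repair or cell cycle regulation. Each strain is grown with compound, and inhibition is calculated relative to solvent-treated cultures.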
yeast mec2-1 – NCI yeast anticancer drug screen, S. cerevisiae mec2-1 strain. % growth inhibition at 50 µM. 79,000 compounds, 9% hits. AID 157, 2004;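 also: 0% = growth of vehicle-only cultures of the same strain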
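Readout is yeast growth inhibition, normalised to vehicle-treated controls, in the mec2-1 strain exposed to compound.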
yeast mlh1 rad18 – NCI yeast anticancer drug screen, S. cerevisiae mlh1 rad18 strain; % growth inhibition at 50 µM; 79,000 compounds, 11% hits;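 also: 0% = growth of vehicle-only cultures of the same strain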
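Genetically defined yeast (DNA repair-deficient) exposed to compounds; growth inhibition determined relative to vehicle.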
yeast cln2 rad14 – NCI yeast anticancer drug screen, S. cerevisiae cln2 rad14 strain | growth inhibition, % at 50 µM | 78,000 compounds, 8.3% hits;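 also: 0% = growth of vehicle-only cultures of the same strain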
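Growth inhibition, relative to vehicle-treated controls, is the read-out. The test organism is a yeast strain with defined genetic alterations, cln2 rad14.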
rad50 – NCI yeast anticancer drug screen, S. cerevisiae rad50 strain. growth inhibition, % at 50 µM. 79,000 compounds, 10% hits. AID 155, 2004;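 also: 0% = growth of vehicle-only cultures of the same strain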
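A DNA repair-deficient yeast mutant serves as the test organism; compound-induced growth inhibition is calculated against vehicle-treated cells.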
yeast sgs1 mgt1 – NCI yeast anticancer drug screen, S. cerevisiae sgs1 mgt1 strain | growth inhibition, % at 50 µM | 78,000 compounds, 10% hits | AID 161, 2004;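 also: 0% = growth of vehicle-only cultures of the same strain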
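Genetically altered yeast, compound exposure, growth inhibition relative to vehicle.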
Numbers without * were called inactive; · = no result given. Rule as the data show it: active = growth inhibition above about 70%; inactive = the rest. Outcome played no part in choosing rows; about 14% have a hit in one of these screens.

Start of the listing, in advance (5 entries):
SMILES	yeast bub3	yeast mec2-1	yeast mlh1 rad18	yeast cln2 rad14	rad50	yeast sgs1 mgt1
Clc1ccc(N=C(Oc2ccc(Cl)cc2)c2ccccc2)cc1	0	7	4	-12	5	-5
Nc1nc2ccc(Br)cc2s1	33	27	32	12	9	36
O=C(O)Cc1ccc(F)cc1	1	-44	-16	-49	-18	25
O=C1c2cc(F)ccc2-c2cc(F)cc(F)c21	5	1	-10	-31	3	-16
C/C=C/c1nn(-c2ccccc2)c2c1C(=O)CC(C)O2 (centres undefined)	8	-25	2	0	-11	3

The listing, from the start:
SMILES	yeast bub3	yeast mec2-1	yeast mlh1 rad18	yeast cln2 rad14	rad50	yeast sgs1 mgt1
Clc1ccc(N=C(Oc2ccc(Cl)cc2)c2ccccc2)cc1	0	7	4	-12	5	-5
Nc1nc2ccc(Br)cc2s1	33	27	32	12	9	36
O=C(O)Cc1ccc(F)cc1	1	-44	-16	-49	-18	25
O=C1c2cc(F)ccc2-c2cc(F)cc(F)c21	5	1	-10	-31	3	-16
C/C=C/c1nn(-c2ccccc2)c2c1C(=O)CC(C)O2 (centres undefined)	8	-25	2	0	-11	3
CCN(CC)c1ccc2cc(C(=O)c3cccs3)c(=O)oc2c1	-15	-28	-12	1	-7	8
NC(=Nc1cc2ccccc2c2ccccc12)Nc1cc2ccccc2c2ccccc12	98*	77*	98*	95*	86*	95*
NS(=O)(=O)c1ccc(N=C2C(=O)Nc3ccccc32)cc1	-24	-6	5	18	1	-15
Cn1nc(-c2ccccc2)c(C(=O)/C=C/c2ccccc2)c(N2CCCC2)c1=O	-21	-11	-19	-4	-22	3
CCC(OC(=O)Nc1ccc(S(=O)(=O)N2CCCCC2)cc1)c1ccco1 (centres undefined)	6	6	20	22	39	34
COC(=O)c1ccc(N)c2c(N)ccc(C(=O)OC)c12	-21	-17	42	6	12	27
Cc1ccccc1NC(=S)Nc1ccccn1	·	0	10	·	22	·
CCOC(=O)CC(=O)NC1CC2CCC1(C)C2(C)C (centres undefined)	24	-1	-6	3	-13	4
Nc1n[n+](-c2ccc(Cl)cc2)no1	83*	88*	92*	82*	67	87*
Cc1nc(Nc2nc3ccccc3[nH]2)[nH]c(=O)c1CCO	16	5	-6	22	10	-7
Nc1c(C(=O)O)c2nc3c(CO)cccc3oc-2cc1=O	-9	-35	5	-1	6	-13
OCc1cccc2ccccc12	4	26	24	-27	28	14
Cc1ccsc1C(=O)c1ccccc1[N+](=O)[O-]	-7	-13	6	-21	-4	-7
Cc1ccc(S(N)(=O)=O)cc1Cl	-2	-20	17	6	10	13
O=C(O)c1cc(-c2ccccc2)nc2c(Cl)cccc12	26	34	34	36	31	35
CCOC(=O)C(=CNC(=S)Nc1c(CC)cccc1CC)C(=O)OCC	-5	-38	-60	5	-26	-3
Cn1c(=O)c2nc(SC3CCCCC3)n(C)c2n(C)c1=O	4	-9	-15	-28	-13	-10
O=C(Cc1ccc([N+](=O)[O-])cc1)Nc1cccc(O)c1	47	29	15	-14	-5	-5
Cn1c(O)c2c(c1O)C(=Nc1ccccc1)c1ccccc1C2=O	99*	99*	98*	94*	89*	93*
CC#CCOCC1CN(c2ccccc2)C(=O)O1 (centres undefined)	3	-7	10	-16	2	-11
COc1ccc(CCNc2ncc([N+](=O)[O-])cc2N)cc1OC	6	-9	3	-21	5	-11
CC1=CC2C3C(=O)NC(=O)C3C1C1C3C(=O)NC(=O)C3C21 (centres undefined)	2	-4	16	-19	-25	1
c1ccc2cc3c(cc2c1)OP1(=NP2(=NP4(=N1)Oc1cc5ccccc5cc1O4)Oc1cc4ccccc4cc1O2)O3	16	28	13	19	68	34
CCCN(CCC)C1=Nc2ccccc2-n2cnnc2C1	-2	3	-11	3	-22	-26
O=C1C[C@H]2[C@H](c3ccc(Br)cc3)[C@H]3C(=O)c4ccccc4NC(=O)[C@@H]3[C@@]2(O)c2ccccc2N1	72*	98*	98*	97*	97*	96*
Nc1ccc(Oc2ccccc2)cc1	25	34	55	1	68	76*
O=[N+]([O-])c1ccc(SN2CCCCC2CC2CCCCC2)c([N+](=O)[O-])c1 (centres undefined)	1	-5	3	-2	20	-19
CC(=O)CC1CCC(CC(C)=O)CC1 (centres undefined)	-4	7	-24	-66	13	-13
COc1ccc(/C=C/C(=O)c2ccccc(=O)c2O)cc1OC	9	2	24	-12	12	8
CCOc1ccccc1N=Nc1c(C)nn(C(N)=S)c1OCC	6	-14	31	-21	-9	25
CCOc1ccccc1N=C(NC(=O)CC)SC	32	27	52	12	39	-7
CCC(=O)c1ccc(O)c(C)c1	38	-3	2	-3	5	0
C1CCc2onc(-c3noc4c3CCCCC4)c2CC1	-21	-16	3	-1	-9	-19
COC(=O)Nc1cn2nc(C)sc2n1	3	11	-7	-16	-17	-10
C#CCN(CCCC)CCCC	-40	-21	-10	-33	-14	-6
CCOC(=O)c1ccc(NC(=O)O/N=C(/Cl)CCl)cc1	73*	84*	69	57	41	55
CC(=O)O/N=C1/CCC2C3CC=C4CC(OC(C)=O)CCC4(C)C3CCC12C (centres undefined)	41	72*	77*	85*	69	90*
NNC(=S)N/N=C/c1ccc([N+](=O)[O-])s1	-20	-2	6	-47	9	24
CC1=C(N(C)C)C(=O)N(c2ccccc2)CN1C	13	-12	-17	-23	-33	-5
COc1ccc(NC(=O)C(C#N)=C(SC)SC)cc1	-4	-1	12	21	8	1
COC(=O)C(Cc1c[nH]c2ccccc12)NC(=O)C(Cc1c[nH]c2ccccc12)NC(=O)C(Cc1c[nH]c2ccccc12)NC(=O)C(Cc1c[nH]c2ccccc12)NC(=O)C(Cc1c[nH]c2ccccc12)NC(=O)C(Cc1c[nH]c2ccccc12)NC(=O)OC(C)(C)C (centres undefined)	8	-13	16	7	-7	-18
Clc1ccc2sc(-n3ccc4ccccc43)nc2c1	-15	-12	-31	8	-36	-25
Cc1ccc(CNc2ccccc2)cc1	15	-6	8	9	19	27
O=C(CC1(O)C(=O)Nc2c(Cl)ccc(Cl)c21)c1ccc(Cl)cc1Cl (centres undefined)	94*	91*	92*	91*	92*	91*
CC(=O)N/N=C/c1ccc([N+](=O)[O-])s1	4	15	46	-12	13	33
Going on with the list.
SMILES	yeast bub3	yeast mec2-1	yeast mlh1 rad18	yeast cln2 rad14	rad50	yeast sgs1 mgt1
O=S(c1ccccc1)c1c(Cl)c(Cl)nc(Cl)c1Cl (centres undefined)	100*	100*	100*	100*	99*	100*
O=C(OC1COC(n2c(=O)oc3c(Cl)cc([N+](=O)[O-])cc32)C(OC(=O)c2ccccc2)C1OC(=O)c1ccccc1)c1ccccc1 (centres undefined)	4	11	29	-6	3	-10
CC1(C)S[C@@H]2[C@H](NC(=O)/C=C/c3ccccc3)C(=O)N2[C@H]1C(=O)O	26	10	-6	1	15	9
OCC1OC(n2ccc3c(=S)nc[nH]c32)C(O)C1O (centres undefined)	9	2	-13	8	17	-2
Nc1nn2c(C(Br)Br)cc(C(Br)Br)nc2c1[N+](=O)[O-]	100*	100*	100*	99*	99*	100*
CC1(C)C=CN(c2ccccc2)C(=O)O1	-2	-3	-5	-44	3	-3
COc1cccc(C2N3CCCCC3[C@@H]3c4[nH]c5ccccc5c4CCN23)c1OC (some centres undefined)	-10	-2	-36	-23	-7	-40
COC(=O)NC(Cc1ccccc1)NC(=O)OC(C)(C)C (centres undefined)	-4	-46	-13	-1	-31	-20
N#CC(c1ccccc1)c1ccc2ccccc2n1 (centres undefined)	34	7	-1	3	24	11
CN1CCN(CC(=O)N2CCCn3c2nc2ccccc2c3=O)CC1	6	-1	-11	3	-43	-16
O=C(Nc1nccs1)c1cc(C2=CC=CC([N+](=O)[O-])C=C2)nc(=S)[nH]1 (centres undefined)	-9	-18	-8	-8	-13	-24
Nc1nc2c(ncn2C2CCC(CO)O2)c(=O)n1C(=O)c1ccccc1 (centres undefined)	27	28	17	-2	4	5
O=C(Nc1ccccc1)OC1OC(COC(=O)c2ccccc2)C(OC(=O)c2ccccc2)C1OS(=O)(=O)c1ccc([N+](=O)[O-])cc1 (centres undefined)	-13	0	-16	-26	-18	-18
CC(=O)c1cc2c(cc1C)C(C)CCC2(C)C (centres undefined)	2	-29	-22	-6	-7	-10
CCN(CC)CC(O)c1cc(-c2ccc(Cl)cc2)nc2c(-c3ccccc3)cccc12 (centres undefined)	46	88*	99*	8	95*	98*
Nc1ccccc1C(=O)/C=C/c1c(O)ccc2ccccc12	21	10	34	16	30	10
Cc1ccc(C(=O)N(C(C)C)C(C)C)cc1N=NN(C)C	-21	-31	-24	12	-10	-31
Cc1cccc(N)n1	-3	-13	9	10	18	3
O=C1OC2C(Cl)CC(Cl)CC2C=C1c1cccc([N+](=O)[O-])c1 (centres undefined)	12	12	0	-22	-3	-17
O=C(O)c1cc(C2CCCC2)nc2ccccc12	-13	17	7	-6	5	-5
COc1ccccc1C(=O)c1c(C(=O)O)ccc2ccccc12	14	7	49	28	4	8
COc1ccc(C2CC2c2ccc(C#N)cc2)cc1 (centres undefined)	6	-6	-23	-41	7	-1
O=[N+]([O-])c1cc(Cl)cc2cc(Cl)cnc12	-8	-12	-11	-25	-12	-24
N#CC1(C2(C#N)CCCCC2)CCCCC1	13	-2	0	8	29	10
Cc1ccc(S(=O)(=O)OCCOCCOc2ccc(C(C)(C)CC(C)(C)C)cc2)cc1	4	1	27	4	50	34
N#CC1(Cc2ccccc2)c2ccccc2-c2ccccc21	25	28	45	2	34	29
C=CN1C(=O)NC(C)(CC(C)C)C1=O (centres undefined)	-7	-10	18	7	-1	-6
Nc1nc2c(c(-c3ccc(F)cc3)n1)COC/C2=C\c1ccc(F)cc1	41	24	20	22	32	15
O=C(O)Cc1ccc2ccccc2c1	0	13	48	4	6	21
CC(C)(C)C1CCC(C(=O)c2ccccc2)CC1 (centres undefined)	-29	-4	2	-45	-8	-1

Random excerpt: 2 records from the list
SMILES	yeast bub3	yeast mec2-1	yeast mlh1 rad18	yeast cln2 rad14	rad50	yeast sgs1 mgt1
COc1ccc(C2CC2c2ccc(C#N)cc2)cc1 (centres undefined)	6	-6	-23	-41	7	-1
O=[N+]([O-])c1cc(Cl)cc2cc(Cl)cnc12	-8	-12	-11	-25	-12	-24

(further entries)
SMILES	yeast bub3	yeast mec2-1	yeast mlh1 rad18	yeast cln2 rad14	rad50	yeast sgs1 mgt1
CC(=O)Oc1ccccc1C(=O)Cl	29	9	7	16	-3	-7
O=C1CCC(c2n[nH]c(=S)n2-c2ccccc2)N1Cc1ccccc1 (centres undefined)	-5	-24	-3	-25	0	-5
Cc1ccc(Nc2nc3ccccc3nc2NS(=O)(=O)c2ccc(N)cc2)cc1	7	12	-4	6	20	13
O=C(O)CNC(=O)C(Cc1ccccc1)NC(=O)CNC(=O)C(CSC(c1ccccc1)c1ccccc1)NC(=O)C(CSC(c1ccccc1)(c1ccccc1)c1ccccc1)NC(=O)OCc1ccccc1 (centres undefined)	-10	27	44	-17	-1	23
Cc1[nH]c(=S)[nH]c(=O)c1C	-34	-28	-2	-3	-5	-36
Clc1cc(Cl)nc(Cl)n1	5	-7	-2	21	2	-5
O=C(N/N=C\c1cc(=O)[nH]c(=O)[nH]1)c1ccccc1	-14	-3	3	-7	-18	-12
COC(=O)/C=C/c1ccc[n+]([O-])c1	26	-8	-1	-20	-2	1
O=C(Nc1nc2c(Cl)cccc2s1)C(F)(F)C(F)(F)C(F)(F)F (tested in a mixture with another compound)	23	20	36	47	67	41
O=C(O)c1ccc(C(=O)c2ccc(Cl)cc2)cc1	14	44	35	-6	32	42
CC12CCC(C1)C(C)(C)/C2=N\O (centres undefined)	0	-14	3	5	-16	3
CN(C)CCNC(=O)c1cnn(C)c1[N+](=O)[O-]	0	9	-59	13	26	17
O=C(O)CCC(=O)Nc1cccc(C(F)(F)F)c1	15	3	4	-1	-6	-3
O=C(N1CCN(C(=O)S(=O)(=O)c2ccccc2)CC1)S(=O)(=O)c1ccccc1	2	-17	-4	20	30	20
CC(=O)Oc1ccc2ccccc2c1-c1c(OC(C)=O)ccc2ccccc12	-7	14	4	3	9	-14
O=C1C(Br)C(Br)C(=O)N1c1ccccc1F (centres undefined)	8	16	35	-7	-2	17
Cc1c2c(n3c(nc4ccccc43)c1C#N)N(c1ccc(F)cc1)CC2	0	6	-3	3	-1	-13
COc1cc2cnc3c4ccccc4ccc3c2cc1OC	-3	-18	-9	4	-48	-2
COc1c(Br)c(=O)n(C)c(=O)n1C	89*	88*	89*	88*	89*	91*

Exported with each value named: part of the list above.
O=C1C(Br)C(Br)C(=O)N1c1ccccc1F (centres undefined)
  yeast bub3: 8
  yeast mec2-1: 16
  yeast mlh1 rad18: 35
  yeast cln2 rad14: -7
  rad50: -2
  yeast sgs1 mgt1: 17

COc1c(Br)c(=O)n(C)c(=O)n1C
  yeast bub3: 89*
  yeast mec2-1: 88*
  yeast mlh1 rad18: 89*
  yeast cln2 rad14: 88*
  rad50: 89*
  yeast sgs1 mgt1: 91*

CC(=O)Oc1ccc2ccccc2c1-c1c(OC(C)=O)ccc2ccccc12
  yeast bub3: -7
  yeast mec2-1: 14
  yeast mlh1 rad18: 4
  yeast cln2 rad14: 3
  rad50: 9
  yeast sgs1 mgt1: -14
